High-throughput results from PubChem.
Diaph act CS: compounds boosting diaphorase resazurin reduction – biochemical, uHTS, resorufin fluorescence, counter-screen for diaphorase-coupled primary assays, primary screen; Diaphorase/resazurin coupled assay, 16 min; hits give high values; 1 = vehicle wells, 0 = NADH-free wells; activation factor at 20 µM; actives 0.005% (n = 190,000);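 active means diaphorase activity raised at least twofold by the compound at 20 µM; inactive means activation factor below 2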
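Material: purified diaphorase enzyme from Clostridium kluyveri; Also added: 0.114 mM NADH and 0.1 mM resazurin, final amounts; Doses: single compound dose of 20 µM, 1% DMSO final; Times: 16 min enzyme reaction, ambient temperature; Detection: resorufin fluorescence, excitation 544 nm, emission 590 nm; Measure: increased resorufin signal from activators or reducing compounds.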
FLuc inhib CS: firefly luciferase enzyme inhibitors, primary screen, artefact control for luciferase-based inhibitor screens, biochemical, luminescence, ATPLite. Luciferin 4-monooxygenase (Photinus pyralis), P08659. 10 min. inhibition, % at 10 µM. actives 1.5% (n = 200,000);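 active means inhibition above about 50% when tested at 10 µM, limit read from the data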
TLR4 MyD88 comp: inhibitors of TLR4-MyD88 association in cells, primary screen, cell-based, HeLa CL3-4, BLA complementation, FRET ratio; Toll-like receptor 4 (Homo sapiens) + Myeloid differentiation primary response protein …; HeLa CL3-4 TLR4/MyD88 BLA complementation; inhibition, % at 8.4 µM; actives 0.18% (n = 200,000); AID 861, 2007; in the data active means inhibition above about 25%;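 further: 0% = vehicle and 100% = reference inhibitor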
Target sequence (O00206 whole entry, looked up): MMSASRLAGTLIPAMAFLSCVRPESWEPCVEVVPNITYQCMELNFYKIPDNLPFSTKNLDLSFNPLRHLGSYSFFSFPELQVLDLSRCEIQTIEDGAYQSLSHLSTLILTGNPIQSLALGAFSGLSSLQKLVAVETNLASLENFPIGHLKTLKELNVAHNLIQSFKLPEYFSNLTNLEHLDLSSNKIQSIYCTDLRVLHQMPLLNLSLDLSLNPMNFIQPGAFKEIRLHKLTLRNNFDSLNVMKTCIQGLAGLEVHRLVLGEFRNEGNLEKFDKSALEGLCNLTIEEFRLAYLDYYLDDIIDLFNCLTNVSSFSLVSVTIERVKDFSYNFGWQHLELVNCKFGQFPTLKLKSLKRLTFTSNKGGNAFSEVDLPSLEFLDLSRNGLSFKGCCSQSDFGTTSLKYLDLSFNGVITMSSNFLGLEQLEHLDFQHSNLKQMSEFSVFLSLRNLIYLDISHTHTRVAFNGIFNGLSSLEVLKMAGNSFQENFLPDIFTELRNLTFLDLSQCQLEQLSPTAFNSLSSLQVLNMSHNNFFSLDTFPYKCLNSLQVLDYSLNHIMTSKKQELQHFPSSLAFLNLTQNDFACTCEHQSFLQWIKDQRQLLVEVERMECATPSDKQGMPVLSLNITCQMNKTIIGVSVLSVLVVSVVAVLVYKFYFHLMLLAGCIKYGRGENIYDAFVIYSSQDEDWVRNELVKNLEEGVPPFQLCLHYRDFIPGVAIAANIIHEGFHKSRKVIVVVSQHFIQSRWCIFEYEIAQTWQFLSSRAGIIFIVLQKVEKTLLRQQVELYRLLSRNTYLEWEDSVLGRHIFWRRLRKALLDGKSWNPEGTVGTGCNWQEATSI
Target sequence (Q99836 whole entry, looked up): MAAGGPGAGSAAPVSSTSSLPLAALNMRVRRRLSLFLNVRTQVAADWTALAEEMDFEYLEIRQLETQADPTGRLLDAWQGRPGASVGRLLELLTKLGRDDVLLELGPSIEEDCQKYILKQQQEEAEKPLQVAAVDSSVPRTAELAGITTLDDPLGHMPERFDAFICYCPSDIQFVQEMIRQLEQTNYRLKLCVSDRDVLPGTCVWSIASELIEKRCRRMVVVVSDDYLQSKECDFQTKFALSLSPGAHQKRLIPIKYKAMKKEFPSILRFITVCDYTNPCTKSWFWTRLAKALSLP
STAT1 act: STAT1 signaling activators, primary screen, cell-based, HTS, luciferase reporter. NIH 3T3 STAT1-luciferase reporter, IFN-gamma, luminescence; 100% = IFN-gamma alone, no compound. AID 932, 2007. actives 2.6% (n = 200,000). activation (% of control), % at 5.5 µM;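 active means activation above the screen-wide mean activation plus 3 SD, cut at about 130% in these data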;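 further: raw ratio to IFN-gamma control signal so 100% means no change and 0% no light; values of inactives mirror those of a sister screen read the other way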
Diaphorase inh: diaphorase inhibitors and chemical oxidizers, primary screen, counter-screen for diaphorase-coupled primary assays, biochemical, uHTS, resorufin fluorescence; AID 1217, 2008; actives 0.69% (n = 190,000); diaphorase resazurin-to-resorufin fluorescence, NADH, 16 min; bacterial (C. kluyveri) enzyme, not human; inhibition, % at 20 µM;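 active means primary screen inhibition at 20 µM above a set limit, cut at about 50% in these data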;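 further: plate controls were DMSO with full reaction for no effect and wells lacking NADH for full effect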
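Assay system – diaphorase enzyme from Clostridium kluyveri · Amount – diaphorase 0.14 U/mL (working solution) · Times – reaction incubation of 16 min at room temperature · Controls – No-NADH positive control and DMSO neutral control · Signal – resorufin fluorescence 544/590 nm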
NF-kB neuron act: activators of NF-kB expression in neurons, primary screen, cell-based, HTS. human neuronal cells, NF-kB reporter expression; hits give high values. fold change at 12.5 µM. actives 1.6% (n = 190,000). AID 1239, 2008; in the data active means fold change above about 3.3
G6PDH CS: L. mesenteroides G6PDH inhibitors, counter-screen for G6PDH-coupled screening assays, biochemical, Leuconostoc mesenteroides enzyme | Purified L. mesenteroides G6PDH, diaphorase/resazurin coupled fluorescence, 45 min | inhibition, % at 5 µM | glucose-6-phosphate dehydrogenase [Leuconostoc mesenteroides] | actives 0.12% (n = 200,000) | AID 1020, 2008; in the data active means inhibition above about 50%
FLuc act counter: FLuc activators, initial screening, artefact control for FLuc-dependent activation tests, biochemical, ATPlite luminescence; AID 1027, 2008; ATPlite luciferase biochemical, 10 min; 0 = ATP-free wells, 1 = DMSO control; Luciferin 4-monooxygenase (Photinus pyralis), P08659; 200,000 tested, under 10 active; activation factor at 10 µM;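 active means luciferase activation factor, scaled between plate controls, of at least 2 with compound at 10 µM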
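Assay system: Luciferase/luciferin detection reagent, cell-free biochemical luciferase assay / Also added: ATP substrate / Schedule: 10 min at ambient temperature / Measured by: luminescence measurement of luciferase light output / Benchmarks: low control with PBS replacing ATP, high control enzyme plus ATP without compound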
APP 5'UTR act: activators of APP 5'UTR luciferase reporter, primary screen, SH-SY5Y cells | SH-SY5Y APP 5'UTR luciferase reporter, luminescence; zero percent = DMSO vehicle wells | activation, % at 2 µM | AID 1276, 2008 | actives 1% (n = 190,000);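 active means activation above a set limit, based on mean plus 3 SD of controls, cut at about 140% in these data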; further: values of inactives mirror those of a sister screen read the other way
APP 5UTR inh: inhibitors of APP translation via 5'UTR reporter, primary screen, APP 5'UTR luciferase, SH-SY5Y cells; SH-SY5Y APP 5'UTR-luciferase reporter, luminescence; inhibition, % at 2 µM; actives 0.82% (n = 190,000);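 active means inhibition above a set limit, derived from the sample mean plus 3 SD, cut at about 45% in these data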; further: values of inactives mirror those of a sister screen read the other way
Numbers without * were called inactive; . = not tested or not shown.

SMILES	Diaph act CS	FLuc inhib CS	TLR4 MyD88 comp	STAT1 act	Diaphorase inh	NF-kB neuron act	G6PDH CS	FLuc act counter	APP 5'UTR act	APP 5UTR inh
Cc1noc(C)c1CSc1ccccc1C(=O)Nc1nccs1	1	3	-13	101	2	1.1	17	1	-1	1
COc1ccc(Cl)cc1C(=O)Nc1ccc(NC(=O)c2ccco2)cc1	1	-4	13	85	3	1.6	4	1	26	-26
Cc1ccc(C(c2sc3nc(C)nn3c2O)N2CCN(c3ccccc3)CC2)cc1 (stereo not drawn)	0.9	-6	7	102	13	0.89	10	1.1	15	-15
COc1cccc(C(Nc2ccccn2)c2c(NC(=O)c3ccco3)sc(C)c2C)c1 (stereo not drawn)	0.8	0	4	102	17	0.99	-1	1	-10	10
Cc1cccc(NC(=S)Nc2ccc3cn[nH]c3c2)c1	0.9	0	-10	100	10	1.4	-9	1	2	-2
Cc1ccc2c3c1C1(C(=O)N3C(C)(C)CC2C)C(C#N)=C(N)Oc2cc(O)ccc21 (stereo not drawn)	0.8	-5	0	102	22	0.92	6	1	-10	10
Cc1c(NC(=O)CSc2ncccn2)c(=O)n(-c2ccccc2)n1C	0.9	-3	-5	107	9	1.1	14	1	-13	14
O=C(COC(=O)Cc1ccccc1F)Nc1cccc(F)c1	0.9	2	-20	100	6	1.3	4	1	8	-8
COc1ccc([N+](=O)[O-])cc1NC(=O)CSc1ncccn1	0.8	-7	11	102	25	0.84	4	1.1	-7	7
CCc1ccc(NC(=S)NNC(=O)c2ccccc2OC(F)F)cc1	0.9	-2	-4	101	10	1.2	2	1	-6	6
Cc1ccc(OCCn2c(CCNC(=O)C(C)C)nc3ccccc32)cc1	0.9	-8	8	97	5	1.1	4	1.1	16	-16
O=C(NCCc1nc2ccccc2[nH]1)/C(=C/c1ccco1)NC(=O)c1ccccc1Br	1	-2	8	96	3	0.79	6	1	-3	3

Sorted by value in APP 5UTR inh (rising): four from the list above
structure	FLuc inhib CS	TLR4 MyD88 comp	STAT1 act	NF-kB neuron act	APP 5'UTR act	APP 5UTR inh
Cc1cccc(NC(=S)Nc2ccc3cn[nH]c3c2)c1	0	-10	100	1.4	2	-2
O=C(NCCc1nc2ccccc2[nH]1)/C(=C/c1ccco1)NC(=O)c1ccccc1Br	-2	8	96	0.79	-3	3
CCc1ccc(NC(=S)NNC(=O)c2ccccc2OC(F)F)cc1	-2	-4	101	1.2	-6	6
COc1ccc([N+](=O)[O-])cc1NC(=O)CSc1ncccn1	-7	11	102	0.84	-7	7

New compounds follow.
SMILES	Diaph act CS	FLuc inhib CS	TLR4 MyD88 comp	STAT1 act	Diaphorase inh	NF-kB neuron act	G6PDH CS	FLuc act counter	APP 5'UTR act	APP 5UTR inh
C/C(=N\NC(=O)CSc1nc2nc(C)cc(C)n2n1)c1ccccc1	0.6	-2	-4	97	42	1.1	2	1	-9	9
COc1cc(C)c(CNc2cccc(C)c2)cc1C	0.8	-2	-4	96	19	1.1	13	1	-5	5
Cc1c(Cl)cccc1NC(CC(=O)c1ccccc1)C(=O)O (stereo not drawn)	1	-1	-3	93	0	1.4	1	1	28	-28
O=C(CSC1=NC2(CCCCCC2)N=C1c1ccccc1)Nc1ccc2c(c1)OCCO2	0.8	-4	-3	112	21	0.9	23	1	-10	10
COc1ccc(-c2csc(Nc3ccccc3)[n+]2Cc2ccccc2)cc1	0.9	-2	3	115	12	1.6	5	1	25	-25
CCOc1cc(C)c(Cl)cc1S(=O)(=O)NC1CC(C)(C)NC(C)(C)C1	1	-3	-2	100	-2	0.41	-1	1	-17	17
COC(=O)c1cc2nc(-c3ccc(C)cc3)cc(C(F)(F)F)n2n1	.	0	13	101	.	1	9	1	14	-14
c1ccc2c(N3CCCCC3)ncnc2c1	1	-6	1	93	3	1.1	-1	1.1	6	-6
O=C(COC(=O)c1cn(-c2ccccc2)nc1-c1ccc(F)cc1)Nc1ncc(Cl)cc1Cl	0.9	-4	2	101	8	1.1	-8	1	13	-13
O=c1ccc2ccccc2o1	1.1	0	-10	98	-6	1.1	11	1	-7	7
CCOC(=O)CN(C(=O)CSc1nnc(COc2ccc(OC)cc2)n1C)c1ccccc1	0.9	-8	-4	109	12	1	6	1.1	8	-8
O=C1c2ccccc2C(=O)N1CCCn1c(=O)oc2ccccc21	1	9	21	120	2	1.6	3	0.9	.	25
CCOc1ccccc1C(=O)Nc1cccc(-c2ccc3nncn3n2)c1	0.8	0	-8	92	16	0.38	0	1	3	-3
CCCS(=O)(=O)N1CCC(C(=O)NC2CCCCC2C)CC1 (stereo not drawn)	1	-3	-2	101	-3	1.1	11	1	-2	2
Cc1ccc(C)c(N2CCN(C(=O)c3cc4ccccc4oc3=O)CC2)c1	0.9	-6	6	97	13	1	-3	1.1	6	-6
O=C(CSc1nnc(-c2cccs2)o1)N1CCc2ccccc21	0.8	-2	-11	105	21	1	-1	1	8	-8
Cc1cs/c(=N\N=C2CCCCC2)n1Cc1ccco1	1	-3	-13	103	4	1.1	3	1	-5	5
Cc1ccc(NC(=O)c2ccccc2[N+](=O)[O-])nc1	0.9	-4	-8	98	7	1.3	2	1	-8	8
Cc1noc(C)c1COc1ccc(C(=O)OCC(=O)N2c3ccccc3NC(=O)C2(C)C)cc1	0.9	-2	5	97	14	0.58	9	1	-9	9
CCOC(=O)Cn1ncc(-c2ccccc2)c1N	0.7	-4	-1	105	29	0.83	11	1	25	-26
Cn1c(SCC(=O)CC(=O)Nc2ccccc2)nnc1-c1ccc(O)cc1	0.9	-3	4	106	6	1.1	2	1	0	0
Cc1[nH]n(-c2ccccc2)c(=O)c1C=Nc1ccc(S(=O)(=O)Nc2nccs2)cc1	0.8	0	-1	113	20	1.3	3	1	-1	1
COc1ccc2nc(/N=C/c3c(C)[nH]n(-c4ccc(C)cc4)c3=O)sc2c1	0.8	59*	2	103	19	1.1	-18	0.4	37	-37
Cc1sc2nc(-c3ccccn3)[nH]c(=O)c2c1-c1ccccc1	1	33	1	119	0	1.3	4	0.7	-23	23
Cc1ccc(NC(=O)C2Cc3ccccc3C(=O)O2)cc1 (stereo not drawn)	0.8	17	-7	135*	17	1.7	5	0.8	52	-52
COC(=O)c1nn(-c2ccccc2)c(=O)cc1Oc1ccc(Cl)cc1	0.9	-4	-9	104	9	1.2	5	1	11	-10
CCN(CC)c1ccc(N2C(=O)CSC2=S)cc1	.	0	-8	107	.	1.2	4	1	-11	11
CCOC(=O)Cn1cc(C(=O)c2cccs2)c2ccccc21	1	0	17	93	5	1	11	1	2	-2
CC1=C(C(=O)OCC2CCCO2)C(c2ccccc2Cl)NC(=O)N1 (stereo not drawn)	1	-6	4	97	4	1.2	3	1.1	-17	17
CCOc1ccc(N2C(=O)C3=C(C(c4ccc(Cl)cc4)=NCCN3)C2c2cccnc2)cc1 (stereo not drawn)	0.9	-5	7	98	7	0.97	9	1.1	16	-16
CCc1nnc(NC(=O)c2ccc(S(=O)(=O)NC3CCCCC3)cc2)s1	1	-5	-9	101	0	0.88	-19	1.1	4	-4
CN1C(=O)CC(Sc2ncccc2C(=O)O)C1=O (stereo not drawn)	0.9	-1	-17	105	9	0.88	11	1	10	-10
O=c1c(Cc2ccc(Cl)cc2Cl)c(O)ccn1Cc1ccncc1	1	-8	-2	99	3	1	11	1.1	10	-10
COC(=O)Cn1c(C)nc2c(sc3nc(C)cc(C)c32)c1=O	0.8	26	4	141*	18	3	-26	0.7	24	-24
O=C(CSc1nnc(C2CC2)n1-c1ccccc1)NCc1ccco1	1	-8	-5	101	2	1.2	1	1.1	3	-3
CC1CCN(C(=O)COC(=O)c2ccccc2NC(=O)c2ccco2)CC1	1.1	11	-6	113	-6	.	3	0.9	41	-41
C=CCNC(=O)CSc1ccc(Cl)cc1	1	-8	-7	101	4	1.1	-7	1.1	18	-18
O=C(COC(=O)CNC(=O)c1cccc([N+](=O)[O-])c1)Nc1nc2ccccc2s1	0.9	-8	2	104	14	1.1	10	1.1	18	-18
COc1cc(S(=O)(=O)N2CCC(N3CCCCC3)CC2)ccc1-n1cnnn1	0.8	-4	-16	111	17	1	-24	1	-3	2
O=C(NCC1CCCO1)C1CC(=O)N(C2CCCCCC2)C1 (stereo not drawn)	0.9	-4	10	97	14	0.9	2	1	8	-8
CC(C)Oc1ccc(CC2CC(=O)NC2=O)cc1 (stereo not drawn)	1.1	3	5	99	-12	1	-4	1	-7	7
COc1cccc(NC(=O)C(Sc2nc3ccccc3c(=O)n2CC(C)C)c2ccccc2)c1 (stereo not drawn)	1.1	-4	4	102	-10	0.9	-2	1	-4	4
Cc1cc(C)n(-c2cc(N3CCN(C(=O)c4cccc(Br)c4)CC3)ccc2[N+](=O)[O-])n1	0.9	-3	-6	90	8	0.85	5	1	-3	3
CC(=O)CSc1ncnc2sc3c(c12)CCC3	0.8	2	-13	95	18	1.4	8	1	-14	14
COCCCn1c(-c2ccco2)nc2ccccc2c1=O	0.9	0	-8	100	5	0.94	5	1	-12	12
CCOc1cc(/C=N/NC(=O)c2nn(C)cc2Br)ccc1OCc1ccccc1Cl	0.8	-6	11	102	19	1.3	-6	1.1	-6	6
Cc1cc(C)cc(NC(=O)CSc2nc3c(c(=O)n2C)SC(C)C3)c1 (stereo not drawn)	0.9	-8	1	95	14	1.4	-32	1.1	-13	13
COc1ccc(S(=O)(=O)N2CCOCC2)cc1NC(=O)CN1CCCCCC1	1	-5	1	105	3	1	-1	1.1	-9	9
COc1ccc(C2CC(c3cccc(C)c3)n3nc(N)nc3N2)cc1 (stereo not drawn)	1	-1	-4	99	3	0.93	28	1	3	-3
COc1ccc(/C=N/c2nc3ccccc3n2C)cc1OC	0.9	70*	16	91	15	1.2	-1	0.3	10	-10
CC(C)c1nc2sc3c(NCc4ccco4)ncnc3c2c2c1COC(C)(C)C2	0	0	-4	100	104*	0.45	13	1	0	0
Cc1cccnc1Nc1ncnc(N)c1[N+](=O)[O-]	0.9	-2	-11	100	11	1.3	8	1	26	-26
Cc1cc(C)n(/N=C/c2ccc(C(C)C)cc2)c(=O)c1C#N	1	-2	-9	106	-3	0.65	3	1	39	-39
